Compound activity deposited in PubChem BioAssay by several laboratories.
GRK2 inh: inhibitors of human GRK2 displacing RNA aptamer; P25098; bead flow cytometry, FAM-aptamer displacement from GRK2; inhibition of aptamer binding, % at 10 µM; 0.59% of 330,000 active;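 active = inhibition of aptamer binding above 40%, roughly 3 SD of noise, on plates passing a quality check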;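 also: median bead fluorescence of bound FAM aptamer so fluorescent compounds give negative values; no value below 0 was filed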
proCasp7 act: counter-screen for procaspase-3 activators: activators of human procaspase-7; recombinant procaspase-7, Ac-DEVD-pNA absorbance 405 nm; D23A/D198A/D206A triple mutant, cannot self-cleave; scale: DMSO 0, 5 µM enzyme 100; activation, % at 8.5 µM; P55210; 0.093% of 330,000 active;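 active = percent activation above the screen-wide mean plus 3 SD, cut at about 25% in these data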
Target sequence (P55210 whole entry D23A/D198A/D206A): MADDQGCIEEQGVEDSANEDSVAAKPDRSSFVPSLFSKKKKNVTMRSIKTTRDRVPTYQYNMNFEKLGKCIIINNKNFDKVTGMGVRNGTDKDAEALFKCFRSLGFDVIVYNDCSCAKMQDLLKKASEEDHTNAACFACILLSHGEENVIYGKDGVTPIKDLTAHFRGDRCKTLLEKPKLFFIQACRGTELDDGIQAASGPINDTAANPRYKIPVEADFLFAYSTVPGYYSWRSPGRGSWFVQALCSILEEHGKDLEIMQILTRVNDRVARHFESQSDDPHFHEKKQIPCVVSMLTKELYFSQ
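signal = Epi-absorbance of released pNA at 405 nm, two timepoints | assay system = Uncleavable procaspase-7 mutant enzyme | reagent = Ac-DEVD-pNA substrate, 400 µM as added | times = 1 h enzyme–compound preincubation and 2 h substrate reaction, both 25 °C | benchmarks = low DMSO alone, high DMSO plus 5 µM PC-7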
proCasp3 act: procaspase-3 (human) activation; P42574; recombinant procaspase-3 D3A, Ac-DEVD-pNA absorbance 405 nm; activation, % at 8.5 µM; 0.11% of 330,000 active; AID 463141;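 active = activation above the mean of all tested compounds plus 3 SD, cut at about 21% in these data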;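 also: 0% = DMSO alone and 100% = DMSO wells spiked with extra 5 µM PC-3 D3A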
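Evaluation: percent activation relative to control range; Material: Procaspase-3 D3A mutant, all three cleavage aspartates alanine; Compound: single dose, 8.5 µM nominal compound, 0.8% DMSO; Replication: one well per compound; Signal: absorbance at 405 nm, 0 and 120 min; Schedule: 1 h preincubation plus 2 h reaction at 25 °C.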
PP5 primary: PP5 (human) phosphatase inhibition; purified PP5c, OMFP substrate fluorescence; inhibition, % at 6.7 µM; 0.18% of 320,000 active; AID 1987;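 active = inhibition above the campaign's mean inhibition across all tested compounds plus 3 SD, cut at about 9.5% in these data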;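 also: 0% = DMSO only and 100% = 100 µM cantharidin control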
VLA-4 inh: inhibition in a human VLA-4 binding assay; P13612; VLA-4 expressing cells, ligand binding flow cytometry; inhibition, % (about 7 µM as worked out from the volumes in the protocol); 0.2% of 330,000 active; in the data active = inhibition above about 50%
JMJD2C inh: human JMJD2C demethylase inhibition | GST-JMJD2C(1-420) H3K9me3 demethylation, DELFIA europium | 0.069% of 330,000 active | Q9H3R0 | inhibition, % at 2.35 µM | AID 2099;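 active = more than half of a compound's replicate wells show inhibition beyond 50%, single wells judged on their own value; inconclusive = some, but no more than half, of replicates pass 50% inhibition; inactive = no replicate passes 50% inhibition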;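 also: signal counts dimethyl H3K9 product captured on neutravidin plate; 0% = median of DMSO wells and 100% = 0.3 times that DMSO median; strong numbers were not always called active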
Target sequence (Q9H3R0 1-420 limits assumed): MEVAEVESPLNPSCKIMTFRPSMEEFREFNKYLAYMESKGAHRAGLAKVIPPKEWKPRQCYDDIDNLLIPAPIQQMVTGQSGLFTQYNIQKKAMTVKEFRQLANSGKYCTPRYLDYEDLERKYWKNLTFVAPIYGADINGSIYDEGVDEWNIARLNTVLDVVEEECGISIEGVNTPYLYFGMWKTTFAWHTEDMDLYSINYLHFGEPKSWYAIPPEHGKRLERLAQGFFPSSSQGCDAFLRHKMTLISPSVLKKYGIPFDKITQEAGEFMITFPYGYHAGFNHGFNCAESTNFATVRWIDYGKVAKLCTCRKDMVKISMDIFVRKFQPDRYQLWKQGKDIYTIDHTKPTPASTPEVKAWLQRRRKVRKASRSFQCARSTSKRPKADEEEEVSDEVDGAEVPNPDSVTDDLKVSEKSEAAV
HCV core dimer: blocks dimerization of HCV core protein. inhibition, % at 5 µM. 0.33% of 300,000 active. AID 1899. TR-FRET GST/Flag-core106 dimerization, 1536-well;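 active = inhibition above the mean of all tested compounds plus 3 SD, set per screening campaign, cut at about 45% in these data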
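assay system = GST-tagged and Flag-tagged HCV core protein residues 1-106 | controls = unlabelled core106 and no-GST-core106 wells | incubation = compound-protein-antibody incubation 4 h at 22.5 °C | probe or stimulus = Eu donor and XL665 acceptor anti-tag antibodies | read-out = % inhibition based on acceptor/donor emission ratio | signal = TR-FRET 671 and 617 nm emission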
PP1 inh: PP1-alpha (human) inhibition in PP5 counter-screen. P62136. purified PP1alpha, OMFP fluorescence. inhibition, % at 6.7 µM. 0.9% of 320,000 active. AID 2235;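 active = inhibition above the mean inhibition of all tested compounds plus 3 SD, computed separately for each screening campaign, cut at about 15% in these data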
Target sequence (P62136 whole entry, looked up): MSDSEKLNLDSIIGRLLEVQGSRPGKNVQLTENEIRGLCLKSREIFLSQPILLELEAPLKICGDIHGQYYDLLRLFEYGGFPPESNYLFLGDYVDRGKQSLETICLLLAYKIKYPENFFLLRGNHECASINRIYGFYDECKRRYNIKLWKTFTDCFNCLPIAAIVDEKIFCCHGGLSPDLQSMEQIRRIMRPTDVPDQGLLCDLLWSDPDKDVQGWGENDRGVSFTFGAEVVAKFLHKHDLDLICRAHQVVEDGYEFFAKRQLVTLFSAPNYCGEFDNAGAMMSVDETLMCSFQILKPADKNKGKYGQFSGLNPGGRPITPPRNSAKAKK
Fh CTSL1 inh: cathepsin L1 inhibition, PFM18AAP counter-screen. AID 1906. recombinant F. hepatica cathepsin L1, Z-Leu-Arg-MCA fluorescence. 0.49% of 300,000 active. inhibition, % at 5.96 µM;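 active = inhibition above the mean of all tested compounds plus 3 SD, set per screening campaign, cut at about 17% in these data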;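 also: 0% = plate median of test compound wells and 100% = 1 µM Z-Phe-Ala-diazomethylketone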
Starred values were filed as active, the others as inactive.

What do the screens show for `CCOC(=O)C1=C(CNCc2ccccc2Cl)NC(=O)NC1c1cccc([N+](=O)[O-])c1` (configuration not stated)?
GRK2 inh: 2.0; proCasp7 act: 13.8; proCasp3 act: 3.4; PP5 primary: 0.1; VLA-4 inh: -1.9; JMJD2C inh: -12.3; HCV core dimer: 2.1; PP1 inh: 1.8; Fh CTSL1 inh: 3.4

What do the screens show for `Cc1ccc(N2CC(C(=O)NCc3ccc(C)n3C)CC2=O)cc1` (configuration not stated)?
GRK2 inh: 5.0; proCasp7 act: -13.2; proCasp3 act: -16.5; PP5 primary: -1.1; VLA-4 inh: 7.5; JMJD2C inh: 6.7; HCV core dimer: 3.7; PP1 inh: 1.3; Fh CTSL1 inh: -0.8

What do the screens show for `CC(=O)Nc1nc2c(C)c(Cl)ccc2s1`?
GRK2 inh: 1.0; proCasp7 act: -1.1; proCasp3 act: -5.0; PP5 primary: -0.1; VLA-4 inh: 6.2; JMJD2C inh: -0.3; HCV core dimer: -5.9; PP1 inh: -1.8; Fh CTSL1 inh: -6.5

Results for Cc1ccc(C)c(C(=O)OCC(=O)Nc2ccc(N3CCOCC3)cc2)c1 ?
GRK2 inh: 0.0; proCasp7 act: -1.3; proCasp3 act: 3.4; PP5 primary: 1.5; VLA-4 inh: 8.1; JMJD2C inh: 1.3; HCV core dimer: 3.7; PP1 inh: -0.5; Fh CTSL1 inh: -5.0

Results for COc1ccc(CCNC(=O)CCC(=O)N2CCOc3ccccc32)cc1OC ?
GRK2 inh: 0.0; proCasp7 act: 5.6; proCasp3 act: 4.2; PP5 primary: -0.2; VLA-4 inh: 0.1; JMJD2C inh: 0.0; HCV core dimer: -0.3; PP1 inh: -0.8; Fh CTSL1 inh: -4.8

What do the screens show for `CCc1cc2c(=O)c(-c3ccon3)c(N)oc2cc1OC`?
GRK2 inh: 3.0; proCasp7 act: 3.3; proCasp3 act: -0.1; PP5 primary: 1.5; VLA-4 inh: 2.9; JMJD2C inh: 5.4; HCV core dimer: 1.4; PP1 inh: -2.4; Fh CTSL1 inh: 3.5

How did CCC(CO)NCCNC(CC)CO (configuration not stated) do in these assays?
GRK2 inh: 5.0; proCasp7 act: -6.0; proCasp3 act: 7.3; PP5 primary: 2.4; VLA-4 inh: 50.2*; JMJD2C inh: -0.9; HCV core dimer: -1.6; PP1 inh: 1.4; Fh CTSL1 inh: 0.8

How did CC(=O)c1ccc(S(=O)(=O)NCc2nnnn2-c2ccccc2)cc1 do in these assays?
GRK2 inh: 0.0; proCasp7 act: 7.8; proCasp3 act: 5.1; PP5 primary: 1.9; VLA-4 inh: -1.5; JMJD2C inh: -0.5; HCV core dimer: -0.3; PP1 inh: -1.7; Fh CTSL1 inh: 4.5

How did COCCN1C(=O)C(=O)/C(=C(/O)c2ccc(S(=O)(=O)N3CCOCC3)cc2)C1c1cccc([N+](=O)[O-])c1 (configuration not stated) do in these assays?
GRK2 inh: 5.0; proCasp7 act: 5.8; proCasp3 act: 7.9; PP5 primary: -0.3; VLA-4 inh: -2.5; JMJD2C inh: 28.0; HCV core dimer: 1.0; PP1 inh: -2.6; Fh CTSL1 inh: -0.1

What do the screens show for `Cc1nc(=O)c(-c2ccccc2)c(C)n1-c1ccc(S(N)(=O)=O)cc1`?
GRK2 inh: 0.0; proCasp7 act: -0.7; proCasp3 act: 1.4; PP5 primary: 0.0; VLA-4 inh: 4.9; JMJD2C inh: 6.5; HCV core dimer: 0.8; PP1 inh: -0.9; Fh CTSL1 inh: -0.1

How did CC(=O)c1cccc(OCc2cc(C(=O)N(C)Cc3ccc(C)o3)no2)c1 do in these assays?
GRK2 inh: 4.0; proCasp7 act: -5.0; proCasp3 act: -0.8; PP5 primary: 3.7; VLA-4 inh: -11.2; JMJD2C inh: -4.3; HCV core dimer: 0.1; PP1 inh: -1.1; Fh CTSL1 inh: -2.4

Results for COc1ccc(Cl)cc1NC(=O)c1ccco1 ?
GRK2 inh: 0.0; proCasp7 act: 13.4; proCasp3 act: 10.8; PP5 primary: -1.6; VLA-4 inh: 11.9; JMJD2C inh: inconclusive; HCV core dimer: 2.4; PP1 inh: -0.1; Fh CTSL1 inh: -3.3

How did CCc1noc(C)c1C(=O)N(C)CC(=O)Nc1ccc(OC)cc1 do in these assays?
GRK2 inh: 1.0; proCasp7 act: 7.7; proCasp3 act: -3.7; PP5 primary: -0.5; VLA-4 inh: 19.1; JMJD2C inh: -6.1; HCV core dimer: -4.9; PP1 inh: -0.8; Fh CTSL1 inh: -4.3

Results for CCCOc1c(Cl)cc(C(=O)Nc2ccc3c(c2)OCO3)cc1OCC ?
GRK2 inh: 1.0; proCasp7 act: 8.7; proCasp3 act: -0.5; PP5 primary: 4.9; VLA-4 inh: 1.2; JMJD2C inh: 17.6; HCV core dimer: 2.6; PP1 inh: 2.7; Fh CTSL1 inh: -5.5

Results for O=C1CCCc2c1nc(-c1ccccc1F)n2O ?
GRK2 inh: 0.0; proCasp7 act: -1.1; proCasp3 act: 2.1; PP5 primary: 1.9; VLA-4 inh: -3.7; JMJD2C inh: 17.3; HCV core dimer: 0.6; PP1 inh: -4.5; Fh CTSL1 inh: -0.9

What do the screens show for `COC(=O)C1=CO[C@@H](O[C@@H]2OC(CO)[C@@H](O)[C@@H](O)[C@@H]2O)C2C1CC[C@]2(C)O` (some centres not stated)?
GRK2 inh: 2.0; proCasp7 act: -7.1; proCasp3 act: 9.9; PP5 primary: 1.5; VLA-4 inh: 44.4; JMJD2C inh: -2.1; HCV core dimer: -2.8; PP1 inh: -6.9; Fh CTSL1 inh: -4.0

How did COc1ccccc1OCCCCn1c(C(C)O)nc2ccccc21 (configuration not stated) do in these assays?
GRK2 inh: 1.0; proCasp7 act: 6.6; proCasp3 act: -4.9; PP5 primary: 1.6; VLA-4 inh: -1.2; JMJD2C inh: 5.0; HCV core dimer: 3.8; PP1 inh: -7.7; Fh CTSL1 inh: -1.1

What do the screens show for `Cc1ccc(CNc2ncnc3cc(Cl)ccc23)cc1`?
GRK2 inh: 0.0; proCasp7 act: -1.8; proCasp3 act: 2.0; PP5 primary: 0.3; VLA-4 inh: 0.2; JMJD2C inh: -40.2; HCV core dimer: 3.8; PP1 inh: 0.2; Fh CTSL1 inh: 8.2

What do the screens show for `Cn1c(O)c(N=Nc2ccccc2)c2ccccc21`?
GRK2 inh: 2.0; proCasp7 act: 1.3; proCasp3 act: -3.6; PP5 primary: 2.3; VLA-4 inh: 4.2; JMJD2C inh: -2.0; HCV core dimer: -12.1; PP1 inh: 1.8; Fh CTSL1 inh: -3.5

Results for NC(=O)COC(=O)c1cc(=O)[nH]c2ccc(S(=O)(=O)Nc3ccc(F)cc3)cc12 ?
GRK2 inh: 0.0; proCasp7 act: 2.5; proCasp3 act: -1.1; PP5 primary: 2.2; VLA-4 inh: 10.6; JMJD2C inh: 3.0; HCV core dimer: -12.7; PP1 inh: 3.7; Fh CTSL1 inh: 1.1

Overlap with the part before: 2 entries; new compounds follow.
What do the screens show for `Cn1c(O)c(N=Nc2ccccc2)c2ccccc21`?
GRK2 inh: 2.0; proCasp7 act: 1.3; proCasp3 act: -3.6; PP5 primary: 2.3; VLA-4 inh: 4.2; JMJD2C inh: -2.0; HCV core dimer: -12.1; PP1 inh: 1.8; Fh CTSL1 inh: -3.5

Results for NC(=O)COC(=O)c1cc(=O)[nH]c2ccc(S(=O)(=O)Nc3ccc(F)cc3)cc12 ?
GRK2 inh: 0.0; proCasp7 act: 2.5; proCasp3 act: -1.1; PP5 primary: 2.2; VLA-4 inh: 10.6; JMJD2C inh: 3.0; HCV core dimer: -12.7; PP1 inh: 3.7; Fh CTSL1 inh: 1.1

What do the screens show for `Cc1nc(C(C)N(C)Cc2c(C(=O)N3CCCCC3)nc3c(C)cccn23)c(C)s1` (configuration not stated)?
GRK2 inh: 1.0; proCasp7 act: 3.9; proCasp3 act: -1.6; PP5 primary: 4.8; VLA-4 inh: 12.4; JMJD2C inh: 7.0; HCV core dimer: 4.1; PP1 inh: -0.3; Fh CTSL1 inh: -0.1

How did O=C1CCC(C(=O)N2CCOCC2)CN1Cc1cccc(C(F)(F)F)c1 (configuration not stated) do in these assays?
GRK2 inh: 3.0; proCasp7 act: -0.8; proCasp3 act: 4.3; PP5 primary: -0.4; VLA-4 inh: -0.4; JMJD2C inh: -4.7; HCV core dimer: 7.9; PP1 inh: 2.6; Fh CTSL1 inh: 1.2

How did c1ccc(COc2ccc(OCCCN3CCCC3)cc2)cc1 do in these assays?
GRK2 inh: 0.0; proCasp7 act: -4.7; proCasp3 act: 0.5; PP5 primary: 0.3; VLA-4 inh: 11.1; JMJD2C inh: 3.5; HCV core dimer: -7.1; PP1 inh: 1.9; Fh CTSL1 inh: 3.6

Results for COc1ccccc1NC(=O)CN1C(=O)CCS(=O)(=O)c2ccccc21 ?
GRK2 inh: 1.0; proCasp7 act: 9.0; proCasp3 act: 3.4; PP5 primary: -0.6; VLA-4 inh: -0.7; JMJD2C inh: 2.6; HCV core dimer: 0.6; PP1 inh: -3.3; Fh CTSL1 inh: -3.6

How did Cc1ccc2c(c1)N(C(=O)CCC(=O)NC1CCC(C)CC1)CCO2 (configuration not stated) do in these assays?
GRK2 inh: 2.0; proCasp7 act: -7.1; proCasp3 act: 3.5; PP5 primary: 2.4; VLA-4 inh: -20.3; JMJD2C inh: -10.0; HCV core dimer: -13.6; PP1 inh: 8.1; Fh CTSL1 inh: 2.3

How did CC1=C(C(=O)Nc2ccc(C(=O)N3CCN(c4ccccc4F)CC3)cc2)SCCO1 do in these assays?
GRK2 inh: 2.0; proCasp7 act: -1.3; proCasp3 act: 6.2; PP5 primary: 0.4; VLA-4 inh: 3.1; JMJD2C inh: 6.3; HCV core dimer: 15.3; PP1 inh: -0.4; Fh CTSL1 inh: 0.0

What do the screens show for `O=C(N/N=C/c1c(Cl)cccc1Cl)c1ccccc1F`?
GRK2 inh: 1.0; proCasp7 act: 8.0; proCasp3 act: -1.5; PP5 primary: -9.8; VLA-4 inh: -5.3; JMJD2C inh: 6.9; HCV core dimer: -2.3; PP1 inh: -1.0; Fh CTSL1 inh: 2.0

Results for O=C(NCC(=O)N(c1ccccc1)C(C(=O)NC1CCCC1)c1ccncc1)c1ccco1 (configuration not stated) ?
GRK2 inh: 2.0; proCasp7 act: 11.8; proCasp3 act: 12.1; PP5 primary: 0.4; VLA-4 inh: 27.2; JMJD2C inh: -13.3; HCV core dimer: -8.2; PP1 inh: -4.4; Fh CTSL1 inh: -2.4

Results for Cc1ccc(NC(=O)COc2ccccc2C(=O)NCCN(C)C)cc1 ?
GRK2 inh: 0.0; proCasp7 act: -4.3; proCasp3 act: -4.3; PP5 primary: -0.7; VLA-4 inh: 5.1; JMJD2C inh: -10.5; HCV core dimer: -4.2; PP1 inh: 2.8; Fh CTSL1 inh: -5.1

What do the screens show for `CCOc1ccc(N2CC(C(=O)NCc3ccccc3)CC2=O)cc1` (configuration not stated)?
GRK2 inh: 0.0; proCasp7 act: 4.7; proCasp3 act: 3.3; PP5 primary: 1.8; VLA-4 inh: 4.6; JMJD2C inh: -0.4; HCV core dimer: -1.1; PP1 inh: -3.0; Fh CTSL1 inh: 5.7
